NS5 inhibitors = Dengue-2 NS5 methyltransferase inhibitors, primary screen, biochemical, confirmation dose response (AID 588689). Dengue-2 NS5 methyltransferase capping enzyme assay, biochemical; higher % means a stronger effect. 0.3% of 340,000 active. inhibition, % at 25 µM; hits with a dose series show IC50 in µM; in the data active = a potency from the dose series; inconclusive = inhibition above about 29% without an active follow-up result
UTI89 phage lysis = protection from phage-mediated lysis, alamar blue read-out – E. coli UTI89, K1F phage, bacterial capsule biogenesis inhibitors (AID 488966); inhibition, % at 100 µM; hits with a dose series show IC50 in µM; 0.02% of 340,000 active; E. coli UTI89 K1F phage lysis, alamar blue, 2 h; higher % means a stronger effect;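 active = phage lysis inhibition, versus mean bacterial control, above a set limit; inconclusive = no clear call, values can overlap the other calls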;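 also: capsule biogenesis inhibitors block K1F phage lysis so surviving cells raise fluorescence; higher fluorescence means more inhibition of phage lysis; actives were called in the ten point dose series up to 300 µM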
HIV peptide binding = cell-free HIV fusion peptide-binding blockers – biochemical, uHTS, fluorescence dequenching, primary screen (AID 1986) | cell-free peptide binding, fluorescence dequenching, 30 min; higher % means a stronger effect | inhibition, % at 20 µM, or IC50 in µM where a hit was titrated | 0.3% of 290,000 active; in the data active = inhibition mostly above about 52%, no sharp cut-off; inactive = mostly below about 76%; also: some results filed as inactive read as strong as hits
RSV CPE inhibition = RSV antiviral activity via CPE protection, HEp-2 cells, primary 10 µM value included (AID 2391) | HEp-2 cells, RSV-induced CPE inhibition; higher % means a stronger effect | CPE inhibition, % at 10 µM; hits with a dose series show IC50 in µM | 0.13% of 310,000 active; in the data active = a potency from the dose series; inconclusive = CPE inhibition mostly from about 23% at the one dose, without a potency; inactive = the rest, 99 in 100 with CPE inhibition below about 21%; also: strong numbers were not always called active
GPR35 arrestin U2OS = inhibition of zaprinast-stimulated GPR35 beta-arrestin translocation – imaging, U2OS, beta-arrestin-GFP, zaprinast agonist, primary screen (AID 2058); 0.052% of 290,000 active; inhibition, % at 10 µM; hits with a dose series show IC50 in µM; U2OS GPR35 beta-arrestin-GFP translocation imaging, zaprinast antagonism; higher % means a stronger effect;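 active = inhibition of at least 50% with at least 30 cells and total cytoplasm GFP at most 10,000,000; inconclusive = under 30 cells or total GFP of 10,000,000 plus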
Rac1 GTP hydrolysis = MgcRacGAP GTPase-activating activity inhibitors, confirmation, biochemical, ADP Hunter fluorescence; 0.6% of 340,000 active; MgcRacGAP-stimulated Rac1 GTP hydrolysis, ADP Hunter fluorescence; higher % means a stronger effect; GST-tagged Rac1 F28L mutant substrate; one-dose inhibition, % at 30 µM; IC50 in µM for titrated hits; AID 624330;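 active = first-screen hits whose inhibition reached a set limit at any dose in the follow-up dose series; inconclusive = inhibition above the set first-screen limit but never retested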;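 also: fluorescence reports GDP produced by GAP-driven GTP hydrolysis; strong numbers were not always called active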
GPR55 LPI antagonism = GPR55 antagonists blocking LPI-driven arrestin recruitment, primary screen, imaging, U2OS, beta-arrestin-GFP, LPI agonist (AID 2013); U2OS GPR55 beta-arrestin-GFP translocation imaging, LPI antagonism; higher % means a stronger effect; one-dose inhibition, % at 10 µM; IC50 in µM for titrated hits; 0.13% of 290,000 active;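 active = spots per cell inhibited over 60%, with over 100 cells counted and total cytoplasm intensity under 500,000; inconclusive = wells with under 100 cells, flagged as likely toxic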;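 also: U2OS cells stably carrying GPR55 and arrestin-GFP stimulated by 5 µM LPI near EC80; imaged beta-arrestin-GFP aggregate spots per cell after agonist stimulation; plate controls were LPI-stimulated DMSO wells for no effect and DMSO wells without LPI for full effect; some results filed as inactive read as strong as hits; confirmed hits need IC50 under 10 µM and bright autofluorescent wells are also inconclusive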
Large T inhibition = SV40 large T antigen inhibitors, biochemical (AID 1903); one-dose inhibition, % at 20 µM; IC50 in µM for titrated hits; 0.39% of 310,000 active; SV40 large T antigen ATPase/helicase inhibition assay; higher % means a stronger effect; in the data active = a potency from the dose series; inconclusive = inhibition mostly from about 32% at the one dose, without a potency; inactive = the rest, 99 in 100 with inhibition below about 32%; also: strong numbers were not always called active
Salmonella PhoP GFP = PhoP-dependent GFP reporter repression – Salmonella Typhimurium, primary screen (AID 1863); S. Typhimurium PhoP-regulated promoter GFP reporter, 4 h; higher % means a stronger effect; one-dose inhibition, % at 50 µM; IC50 in µM for titrated hits; 0.16% of 300,000 active;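 active = inhibition over 29.93%, a cutoff 3 SD above the screen mean, later confirmed by dose response; inconclusive = inhibition over 29.93% but no dose response follow-up; inactive = inhibition at most 29.93% or unconfirmed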;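 also: 0% = low Mg2+ inducing control and 100% = high Mg2+ repressing control; strong numbers were not always called active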
NS5 inhibitors pilot replicate = also measured in NS5 inhibitors; calls as there; inhibition, %; measured here: pilot screen replicate inhibition
* = called active by the depositor; u = inconclusive; x = no result given; & = joins results of further samples; [ ] = remark or other dose. The list is partial (hit frequency here may not be typical).

SMILES | NS5 inhibitors | UTI89 phage lysis | HIV peptide binding | RSV CPE inhibition | GPR35 arrestin U2OS | Rac1 GTP hydrolysis | GPR55 LPI antagonism | Large T inhibition | Salmonella PhoP GFP | others
Cc1cc(C)nc(N2Cc3ccccc3C2=N)n1 | -8% | -0.3% | -3.6% | 4.9% | -6% | -2% | -5% | 11% | -3%
O=C(Cc1ccccc1)N1CCN(Cc2ccc(F)cc2)CC1 | -9% | 0.6% | 3.3% | 1.2% | 9% | 130µM* | 5% | 14% | 1%
O=C(COc1ccc(Cl)cc1)N(c1ccccc1Cl)C1CN2CCC1CC2 (stereo unspecified) | 7% | 0.1% | -0.9% | -1.1% | 5% | 9% | 2% | 13% | 2%
CCC(=O)N1N=C(c2c(O)n(CCc3ccccc3)c(=O)[nH]c2=O)CC1c1ccc(OC)c(OC)c1 (stereo unspecified) | x | x | 5.1% | -3.0% | -7% | x | 2% | 21% | -6%
CCCNC(=O)N1[C@H]2CC[C@@H]1C(C(=O)OC)=C(c1ccc(Cl)c(C(F)(F)F)c1)C2 | -13% | -0.4% | x | 0.1% | x | -13% | x | x | x
COc1ccccc1Cn1c(SCC#N)nc2cc(C(=O)N3CCC4(CC3)OCCO4)ccc2c1=O | -9% | 0.4% | 0.7% | 2.1% | 2% | 1% | 6% | 2% | -11%
COc1ccc(-c2nn(CCC#N)cc2C(=O)NCc2ccccc2)cc1 | -4% | -0.4% | -0.5% | 0.4% | 15% | 8% | 5% | 9% | -7%
CC(C)(C)c1ccc(O)c(N=Cc2c(O)ccc3ccccc23)c1 | -56% | 0.1% | 35% | u | 4% | 18% | 6% | 16% | 10%
C[C@H]1CC[C@@]2(C)[C@@H](CC[C@@H]3[C@@H]2CC[C@]2(C)[C@@H](O)CC[C@@H]32)C1 | -1% | 0.0% | -1.2% | u | -18% | -2% | 10% | 7% | -9%
COc1cccc(C2CC3C(=O)C=CC2N3Cc2ccccc2)c1 (stereo unspecified) | 7% | 2.9% | -2.5% | u | 58%* | 4% | 10% | -9% | -12%
Cc1cccc(CS(=O)(=O)Cc2ccc(C(=O)N3CCC4(CC3)OCCO4)o2)c1 | 3% | -0.2% | -2.1% | 2.1% | 6% | 4% | 6% | -3% | 21%
C=C(COC(C)=O)CC1CC(O)[C@]2(C)OC3CC4OC5C[C@]6(C)O[C@]7(C)CCC8OC9C[C@]%10(C)OC%11C(C)=CC(=O)OC%11CC%10OC9C[C@@H](C)C8OC7CC6O[C@]5(C)C/C=C\C4OC3CC2O1 (stereo partly specified) | 8% | 3.5% | -0.2% | x | -9% | 13% | 1% | x | -5%
C=CC1CN2CCC1CC2c1[nH]c2ccccc2c1CCO (stereo unspecified) | -7% | 1.0%[50 µM] | 3.3% | 1.1% | 1% | 8% | 7% | 1% | 1%
CCc1ccc(N2C(=O)NC(=O)/C(=C\c3cc(C)n(-c4cc(C(=O)O)cc(C(=O)O)c4)c3C)C2=O)cc1 | 28% | 0.3% | 33% | 1.9% | 3% | 45% | -4% | 21% | -8%
COc1ccc(CN2CCN(c3ccccc3)CC2)c(C)c1C | 1% | -0.7% | -1.3% | 0.4% | 14% | 12% | 14% | 12% | 0% | NS5 inhibitors pilot replicate=-0.2
C(#CCN1CCCCC1)COCc1ccccc1 | -4% | -0.7% | -0.3% | 0.1% | -1% | 3% | -3% | x | x
COc1ccc(OC)c(C(O)C(C)N)c1 (stereo unspecified) | -5% | 2.8% | 2.2% | x | -1% | -3% | 7% | -2% | 4%
COc1ccccc1/C=N/N=C(/N)N[N+](=O)[O-] | -7% | -0.1% | 2.7% | 39% | 4% | 6% | -4% | 27% | 10%
CCOc1ccccc1-n1c(O)c(C=NCCCn2ccnc2)c(=O)[nH]c1=O | -1% | 1.6% | -0.3% | x | 14% | 9% | 5% | 6% | 3%
Fc1ccc(C(OCCN2CCCC2)c2ccc(Br)cc2)cc1 (stereo unspecified) | -1% | 0.4% | -0.4% | -0.3% | 2% | 2% | 33% | 5% | -7%
CC(=O)OC1C2CCCC1C(N1CCCC1)CC2 (stereo unspecified) | -3%&3% | 0.7%&0.4% | -1.9%&-1.4% | 0.2%&0.9% | 11%&14% | 8%&9% | 1%&-9% | 5%&-5% | 4%&-5%
COc1cccc(/C=C2\N=C(c3cncc(Br)c3)OC2=O)c1 | -8% | 0.0% | 1.7% | 0.4% | 13% | 4% | 5% | -1% | 9%
COC(=O)C1=C(c2ccc(S(C)(=O)=O)cc2)C[C@@H]2CC[C@H]1N2C(=O)NCCS(C)=O (stereo partly specified) | 0% | 0.0% | x | 2.2% | x | 4% | x | 3% | x
O=[N+]([O-])c1ccc(NC2CCCC2)c2ccncc12 | 12% | -0.3% | -0.1% | 1.6% | -3% | -2% | 1% | -2% | 4%
CCOC(=O)C(O)(c1ccc(N(C)C(=O)COc2ccccc2)cc1)C(F)(F)F (stereo unspecified) | 0% | 0.0% | x | -0.4% | x | 7% | x | x | x

(next part)
SMILES | NS5 inhibitors | UTI89 phage lysis | HIV peptide binding | RSV CPE inhibition | GPR35 arrestin U2OS | Rac1 GTP hydrolysis | GPR55 LPI antagonism | Large T inhibition | Salmonella PhoP GFP | others
N#Cc1ccc(NC(=O)CCNC(=O)c2ccco2)cc1Cl | -7% | -0.3% | 2.5% | 0.7% | 0% | 2% | 8% | 7% | 6%
O=C1NC(=O)N(c2ccccc2)C(=O)/C1=C/c1ccoc1 | -35% | -0.6% | 146% | -1.6% | -14% | 23% | 9% | 11% | -6%
Cc1c(N=Nc2c(O)n(-c3ccc(Br)cc3)c(=O)[nH]c2=O)c(=O)n(-c2ccccc2)n1C | -34% | -1.4% | 4.1% | -0.3% | 4% | -9% | -4% | 5% | -2%
CCC(C)NC(=O)CCC(=O)OC1O[C@H]2OC3(C)CC[C@H]4[C@H](C)CCC(C1C)C24OO3 (stereo partly specified) | -2% | 0.0%[50 µM] | -1.4% | 7.2% | 2% | x | 1% | 2% | 8%
CCn1c(O)c(C=Nc2ccc(S(N)(=O)=O)cc2)c(=O)[nH]c1=S | 1% | 0.4% | 3.4% | 3.0% | x | 4% | -2% | 8% | -22%
c1ccc2c(NC3=NCCS3)cccc2c1 | 4% | 0.2% | -2.0% | 0.0% | -12% | 6% | -2% | 4% | 31%
Cc1nn(Cc2ccc(Cl)cc2Cl)c(Cl)c1C(=O)O | -8% | -1.6% | -0.7% | 2.4% | -20% | -5% | 4% | 8% | 7%
Cc1sc2ncn(CC(=O)N3CCC4(CC3)OCCO4)c(=O)c2c1C | 1% | 0.4% | 0.3% | 1.1% | -17% | 11% | 10% | 5% | -2%
Cc1nc2ccccc2c(=O)n1/N=C/c1cc(Br)cc(Br)c1O | -57% | -0.2% | x | 7.8% | x | 2% | x | 5% | x
O=c1[nH]c(=O)n(Cc2ccc(F)cc2)c(O)c1C=NCCCN1CCOCC1 | -3% | -0.1% | 1.6% | -0.4% | -1% | 1% | 8% | 3% | -2%
c1ccc2sc(NC3=NCCN3)nc2c1 | -4% | 1.5%[50 µM] | 0.6% | 3.3% | 9% | 8% | -12% | 6% | -1%
COc1ccc(Cn2c(O)c(/C=N/NC(=O)c3ccncc3)c(=O)[nH]c2=O)cc1 | -11% | 0.5% | 2.5% | 0.5% | 10% | 8% | 15% | 9% | -4%
O=C(NCc1cccnc1)NC1CCCCC1 | -4% | -0.5% | -2.3% | 0.3% | 3% | 2% | 16% | 3% | -1%
Cc1cccc([N+](=O)[O-])c1 | -4% | 2.6% | x | 1.8% | x | 4% | x | x | x
CC(C)Sc1nnc(OC(=O)N(C)C)n1-c1ccccc1 | 8% | -2.2% | -0.5% | x | 5% | 12% | 12% | 6% | -3%
CCCCn1c(=O)c(C(=O)Nc2ccccc2N)c(O)c2ccccc21 | 1% | 2.3% | -1.3% | 18% | 2% | 16% | -10% | -1% | 1%
O=C1NC(=O)C2=Cc3ccc(O)cc3OC2(O)N1 (stereo unspecified) | x | x | 148% | x | -4% | x | 8% | 5% | -67%
COc1cccc(N2CCN(Cc3ccc(Cl)cc3)CC2)c1 | 5% | 0.3% | -2.0% | -0.1% | 13% | 7% | 16% | 11% | 2%
CNC(=O)Oc1cccc(-c2cn3cc(Cl)ccc3n2)c1 | -6% | 2.0%[50 µM] | -0.5% | 1.6% | 6% | 19% | 10% | 17% | -11%
O=C1NC(=O)N(Cc2ccccc2)C(=O)/C1=C/c1cnn(-c2ccccc2)c1 | x | x | 27% | 4.8% | -10% | x | 1% | 15% | -9%
COC(=O)C1CN(C#N)N(c2ccc(Cl)cc2)C12c1ccccc1-c1ccccc12 (stereo unspecified) | 1% | -1.4% | -0.7% | -2.0% | 4% | 8% | 18% | 6% | -2%
Cc1ccc(OP(=O)(Nc2cccc(C)c2)Oc2ccc(C)cc2)cc1 | -2% | 0.0% | 2.1% | 8.8% | 2% | 9% | -1% | 0% | 9%
Cc1c(CC(=O)N2C[C@H]3C[C@@H](C2)c2cccc(=O)n2C3)c(=O)oc2cc(O)c(Cl)cc12 | -1% | 8.2% | 2.5% | -0.4% | -1% | 1% | 8% | 8% | -8%
O=C1CC(=O)N(c2ccccc2F)C(=O)N1 | -9% | 0.1%[50 µM] | 5.4% | 0.2% | -1% | 11% | -5% | 11% | -2%
CCOC(=O)CNC(=O)CNC(=O)C(Cc1ccc(N(CCCl)CCCl)cc1)NC(C)=O (stereo unspecified) | 9% | 0.2% | 2.3% | 2.1% | 48% | -1% | -9% | 17% | 1%
O=c1[nH]c(=O)n(Cc2ccccc2Cl)c(O)c1C=Nc1ccc(F)cc1 | -11% | 0.2% | 14% | 3.9% | 6% | 1% | 9% | 1% | -4%
CC(=O)C1(c2ccccc2)CCNCC1 | -8% | 0.2% | 0.6% | -1.0% | -3% | 1% | 3% | -4% | -1%
C[C@H]1CCC/C=C/[C@@H]2C[C@H](O)C[C@H]2[C@H](O)/C=C/C(=O)O1 | u | 3.7%&1.3% | x | -1.4%&-0.7% | x | 5%&7% | x | 15%&-10% | -3%&-3%
CC1N(O)C2CCCCCC2N1O (stereo unspecified) | -1% | 0.2% | -1.9% | 0.7% | -7% | 8% | 4% | 10% | -2%
C[C@H](NC(=O)N1C[C@H]2C[C@@H](C1)c1cccc(=O)n1C2)C(=O)Nc1ccc(F)c(F)c1 | -1% | 2.2% | 0.3% | 1.1% | -3% | 3% | 3% | 6% | 1%

Compound activity as filed in PubChem BioAssay.
